High-throughput results from PubChem BioAssay.
MRP-1 activ: MRP-1 activation | viability increase, % at 10 µM | H69AR cells + doxorubicin, viability rescue, CellTiter-Glo | AID 799 | 140,000 compounds, 0.61% hits;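 active = viability gain under doxorubicin at or above a set limit, the compound median plus 3 SD, cut at about 4.7% in these data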;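 note: MRP-1 overexpressing cells given doxorubicin 25 µM after compound pretreatment; 18-22 h compound pretreatment then 72 h with doxorubicin before readout; 0% = doxorubicin-only wells and 100% = vehicle-treated cells without doxorubicin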
E-sel TNF inh: blocks E-selectin expression induced by TNF alpha | 120,000 compounds, 0.71% hits | inhibition, % at 2 µM | HUVEC TNFa-induced E-selectin immunofluorescence, high content;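 active = inhibition above the batch mean plus 3 SD, and confirmed as a hit on visual image review, cut at about 43% in these data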;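 note: 0% = TNF-stimulated DMSO wells and 100% = unstimulated control wells; not every result past the cut was called active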
bCat KO growth: beta-catenin-lacking colon tumor cell growth suppression; HCT116 beta-catenin knockout viability, CellTiter-Glo, 60 h; stronger effect = lower value; viability, % at 10 µM; 140,000 compounds, 1.5% hits;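 active = viability at or under a set limit, the compound median less 4 SD, cut at about 6% in these data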;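 note: 0% = Hyamine 1622 control at 20 µM and 100% = untreated cell control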
GALR2 blocker: blocks the human galanin receptor 2 | O43603 | GALR2-expressing cells, antagonist mode | inhibition, % at 4 µM | 140,000 compounds, 0.39% hits | AID 828; in the data active = inhibition above about 27%;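 note: cells stimulated with galanin 1-16 at roughly its EC80; 0% = agonist challenge control and 100% = basal control without agonist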
Target sequence (O43603 whole entry, looked up): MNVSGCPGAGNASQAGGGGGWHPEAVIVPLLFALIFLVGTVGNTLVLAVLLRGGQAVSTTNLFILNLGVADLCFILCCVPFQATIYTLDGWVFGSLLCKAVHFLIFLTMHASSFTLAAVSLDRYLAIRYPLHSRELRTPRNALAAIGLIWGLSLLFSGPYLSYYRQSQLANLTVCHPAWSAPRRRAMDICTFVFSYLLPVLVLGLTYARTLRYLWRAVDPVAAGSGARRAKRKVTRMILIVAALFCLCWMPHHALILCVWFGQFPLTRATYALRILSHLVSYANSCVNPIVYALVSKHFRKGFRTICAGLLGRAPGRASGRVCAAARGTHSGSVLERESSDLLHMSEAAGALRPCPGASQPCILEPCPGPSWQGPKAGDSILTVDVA
Phagocytosis inh: blocks phagocytosis by macrophages; J774A.1 macrophage IgG-bead phagocytosis, imaging; inhibition, % at 5 µM; 110,000 compounds, 0.07% hits;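 active = inhibition above the mean of the plate negative controls plus 5 SD, cut at about 13% in these data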;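 note: phagocytic index as fraction of beads internalized from green versus red external bead signal; plate controls were DMSO negative control for no effect and cytochalasin-D positive control for full effect; some results beyond the cut were filed as inactive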
Measles CPE: protection of cells from measles virus | Measles virus-infected cells, CPE protection, absorbance | protection (pct of control), % at 4 µM | 140,000 compounds, 1.5% hits | AID 841; in the data active = protection mostly above about 24%, no sharp cut-off; inactive = mostly below about 26%; note: some compounds called inactive have numbers as strong as hits
HCT116 PTEN-null: growth suppressors of cells with PTEN tumor suppressor deletion; HCT116 PTEN-null viability, CellTiter-Glo, 60 h; stronger effect = lower value; 140,000 compounds, 1.2% hits; AID 827; viability, % at 10 µM;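 active = viability at or below a set limit, 4 SD under the median of all tested compounds, cut at about 3.7% in these data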;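 note: PTEN knockout HCT116 line with beta catenin targeted HCT116 as companion control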
NPY Y2 blocker: antagonists of human neuropeptide Y receptor Y2; inhibition, % at 2.7 µM; 140,000 compounds, 0.99% hits; NPY-Y2 expressing cells, antagonist mode; in the data active = inhibition above about 17%;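 note: 0% = vehicle with agonist challenge and 100% = reference antagonist with challenge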
Target sequence (P49146 whole entry, looked up): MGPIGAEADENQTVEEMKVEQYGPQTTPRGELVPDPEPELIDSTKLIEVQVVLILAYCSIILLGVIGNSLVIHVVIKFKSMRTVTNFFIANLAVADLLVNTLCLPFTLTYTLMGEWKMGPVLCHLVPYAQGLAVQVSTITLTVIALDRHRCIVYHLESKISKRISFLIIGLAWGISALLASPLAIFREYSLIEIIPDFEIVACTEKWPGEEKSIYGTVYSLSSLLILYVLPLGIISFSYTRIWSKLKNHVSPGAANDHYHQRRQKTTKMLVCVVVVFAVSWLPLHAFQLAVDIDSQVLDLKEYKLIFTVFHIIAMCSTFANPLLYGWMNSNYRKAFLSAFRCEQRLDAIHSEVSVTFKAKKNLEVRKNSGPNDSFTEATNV
Yeast growth inh: reduces growth of yeast BB579 in restrictive medium. S. cerevisiae BB579 growth, OD615, 48 h. 140,000 compounds, 0.51% hits. AID 804. inhibition, % at 10 µM;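 active = inhibition above a set limit, 3 SD over the mean compound inhibition, cut at about 44% in these data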; note: inactives centre near -24
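Material: Saccharomyces cerevisiae DeaD strain BB579, replicative lifespan model yeast; buffer or medium: CSMM-D restrictive synthetic medium containing dextrose (glucose); compound: 10 µM single dose, DMSO 0.25%; timing: 48 h compound exposure at 30 °C after 4 h preincubation; signal: turbidity as optical density at 615 nm; benchmarks: positive control amphotericin B 10 µg/mL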
Yeast life ext: extends the lifespan of yeast | S. cerevisiae growth with nicotinamide, OD615; deaD strain in restrictive glucose medium | 130,000 compounds, 0.68% hits | inhibition of the nicotinamide effect, % at 10 µM | AID 775;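 active = inhibition above a set limit, placed 3 SD over the median of all compounds, cut at about 26% in these data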;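 note: 0% = nicotinamide-treated wells and 100% = cells grown without nicotinamide; some compounds called inactive have numbers as strong as hits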
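Buffer or medium: CSMM-D glucose medium, restrictive; test system: modified budding yeast, DeaD strain; compound: single dose 10 µM compound, 0.25% DMSO; schedule: culture preincubation 4 h, compound exposure 48 h, both 30 °C; detection: optical density (absorbance) at 615 nm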
* = called active by the depositor; . = not tested or not shown.

SMILES | MRP-1 activ | E-sel TNF inh | bCat KO growth | GALR2 blocker | Phagocytosis inh | Measles CPE | HCT116 PTEN-null | NPY Y2 blocker | Yeast growth inh | Yeast life ext
CCc1ccc2[nH]c(=O)c(C(c3nnnn3CCOC)N3CCN(c4ccccc4F)CC3)cc2c1 (stereo unspecified) | 1.0 | . | 77 | 10 | 6 | 16 | 68 | 4 | -30 | -10
COC(=O)c1cc(C(=O)OC)cc(N2C(=O)CC(NNC(=O)c3ccccc3Cl)C2=O)c1 (stereo unspecified) | -4.8 | 16 | 98 | -10 | -3 | 11 | 98 | 3 | -41 | 2
CC(=O)c1ccc(NC(=O)c2ccc(COc3ccccc3[N+](=O)[O-])o2)cc1 | -0.9 | . | 93 | 11 | -7 | 10 | 94 | -1 | -32 | -7
O=C(Nc1nnc(-c2cccs2)o1)c1ccco1 | -2.7 | . | 101 | 0 | 0 | 14 | 114 | 1 | -37 | 10
COc1ccccc1OCC(=O)NNC(=S)NC(=O)c1ccco1 | -3.2 | -32 | 68 | 1 | . | 4 | 78 | 6 | -31 | -1
CCC(=O)N/C(N)=N/c1nc(C)c2cc(OC)ccc2n1 | -5.1 | -15 | 41 | 6 | 1 | 11 | 35 | 0 | -30 | -25
NC(=O)c1ccc[n+](Cc2ccccc2)c1 | -1.0 | . | 92 | -1 | 0 | 3 | 94 | -1 | -15 | -1
O=C(CCCCCNS(=O)(=O)c1ccc(Br)cc1)NCCN1CCOCC1 | -2.3 | 8 | 86 | 1 | -4 | 4 | 86 | 2 | -15 | -4
O=C(CSc1ccsc1[N+](=O)[O-])N1CCN(c2ccccc2)CC1 | -2.6 | 3 | 86 | 2 | . | 16 | 83 | 1 | -46 | -2
COc1ccc(/C(C)=N/NC(=O)c2ccc(N(C)C)cc2)cc1 | -0.1 | 1 | 74 | -3 | -3 | 5 | 84 | 1 | -51 | -6
COc1cccc(NC(=O)Cn2c(=O)oc3ccccc32)c1 | -1.6 | 14 | 93 | -2 | -2 | 7 | 95 | 0 | -28 | -11
Clc1ccccc1COc1ccc(/C=N/n2cnnc2)cc1 | -2.2 | . | 81 | 1 | 4 | 4 | 70 | -1 | 28 | -8
CC1(C)CC(CC(=O)O)(c2ccccc2)CCO1 (stereo unspecified) | -1.5 | 0 | 107 | 0 | -1 | 5 | 94 | 4 | 5 | -20
CC1(C)CC(=O)C=C(Nc2ccccc2F)C1 | -1.5 | -8 | 100 | 3 | 0 | 10 | 99 | 2 | -24 | -5
CCNC(=O)/C(C#N)=C/c1c(N2CCN(Cc3ccc4c(c3)OCO4)CC2)nc2c(C)cccn2c1=O | -1.9 | . | 76 | 9 | -5 | 10 | 74 | 4 | -2 | -2
COc1ccccc1CNC(=O)C(CCSC)NS(=O)(=O)c1ccc2c(c1)oc(=O)n2C (stereo unspecified) | -3.3 | . | 75 | -3 | -4 | 5 | 87 | 2 | -9 | 87*
CC(C)c1ccccc1OCC(=O)NCC(c1cccs1)N1CCOCC1 (stereo unspecified) | -3.2 | 34 | 69 | -8 | -1 | 29* | 63 | 6 | -29 | -3
Cc1cc(C)nc(SCC(=O)c2ccc3c(c2)OCCO3)n1 | -0.5 | 25 | 99 | 1 | 0 | 4 | 99 | 5 | -57 | 17
O=C(NCCCN1CCN(CCCNC(=O)c2cccc(Cl)c2)CC1)c1cccc(Cl)c1 | -1.1 | . | 64 | 16 | -1 | 5 | 68 | 8 | -10 | 0
COC(=O)c1cc(NC(=O)c2cc(C)oc2C)cc(C(=O)OC)c1 | -5.3 | -13 | 82 | 9 | . | 9 | 86 | 1 | -23 | .
C=CCNC(=O)c1cc2c(=O)n3cc(C)ccc3nc2nc1NCC1CCCO1 (stereo unspecified) | -2.4 | -12 | 84 | -8 | -10 | 8 | 79 | 1 | -41 | 2
COc1ccc(CC(NC(C)=O)C(=O)NC2CCN(c3nc(C)cc(C)c3C#N)CC2)c(OC)c1 (stereo unspecified) | -2.2 | 17 | 94 | -1 | 0 | 3 | 98 | 0 | -35 | -4
CCOP(=O)(c1ccc(N(C)C)cc1)C(O)c1ccccc1 (stereo unspecified) | -1.2 | 2 | 101 | 3 | 0 | 30 | 105 | 2 | -39 | -3
O=C(NCCC1=CCCCC1)C1CCN(S(=O)(=O)c2ccc(-n3cnnn3)cc2)CC1 | -2.1 | 8 | 94 | -19 | 0 | 13 | 96 | -2 | -42 | 6
CCC(C)Sc1nnc(CSc2nc3nc(C)cc(C)n3n2)o1 (stereo unspecified) | -1.3 | -13 | 85 | 1 | . | 22 | 94 | 1 | 9 | -6
Carrying on:
SMILES | MRP-1 activ | E-sel TNF inh | bCat KO growth | GALR2 blocker | Phagocytosis inh | Measles CPE | HCT116 PTEN-null | NPY Y2 blocker | Yeast growth inh | Yeast life ext
Cc1cnc(C(=O)Nc2ccc(-n3cnnn3)cc2)cn1 | -1.3 | -12 | 83 | -16 | -1 | 6 | 100 | 1 | -55 | -16
Cc1ccc(C)c(NS(=O)(=O)c2cc(C(=O)Nc3ccccc3-c3ccccc3)ccc2Cl)c1 | -5.1 | -10 | 73 | -4 | . | 2 | 66 | 69* | -40 | -3
CN(CCNC(=O)C1CCN(S(=O)(=O)c2cnc[nH]2)CC1)Cc1ccccc1 | -1.0 | . | 97 | 13 | -3 | 25 | 101 | 2 | -12 | -4
O=C(CN1C(=O)CCS(=O)(=O)c2ccccc21)NCc1ccc(F)cc1 | -1.2 | 2 | 100 | -8 | . | 9 | 99 | 0 | -17 | 5
Cc1ccc(S(=O)(=O)Nc2ccc(Br)cc2/C=N/n2cnnc2)cc1 | -0.3 | 13 | 77 | 19 | 0 | 13 | 71 | 1 | -76 | 17
Cc1cc(C)nc(SCC(=O)N/N=C/c2cccn2-c2cccc(C(F)(F)F)c2)n1 | -2.3 | -2 | 77 | 4 | . | 9 | 58 | 1 | 1 | -26
Cc1ccccc1OC1C(=O)N(Cc2ccc3c(c2)OCO3)C1c1sccc1C (stereo unspecified) | -5.3 | 7 | 30 | 17 | . | 16 | 27 | 8 | -24 | -8
CCn1c(O)c(C(C#N)=C2N=c3ccccc3=N2)c2ccccc21 | -2.0 | 8 | 81 | 16 | 2 | 19 | 90 | 3 | -34 | -8
CCOC(=O)c1c(-c2ccccc2Cl)csc1NC(=O)CSc1nc(C)cc(=O)[nH]1 | -1.4 | . | 90 | 14 | . | 9 | 94 | 1 | -43 | 12
O=C1CCCC(O)=C1C=NCCc1ccccc1 | 0.9 | . | 81 | -7 | 0 | 7 | 100 | 2 | -7 | -12
CCOc1ccc(NC(=O)c2nnn(CC(=O)Nc3ccccc3OC)c2N)cc1 | -0.4 | . | 105 | -10 | . | 4 | 94 | 1 | -18 | -20
CCCn1nnc(NC(=O)Cc2ccccc2)n1 | 0.6 | -12 | 99 | 2 | -1 | 5 | 118 | 2 | -16 | -15
COc1cnc(-c2ccccn2)nc1Oc1ccc(Cl)cc1 | 0.2 | . | 84 | 1 | . | 23 | 77 | 3 | -32 | 58
O=C(Nc1ccc[n+](CC(=O)c2cccc3ccccc23)c1)c1ccccc1 | -5.0 | . | 50 | 3 | . | 4 | 45 | 6 | -14 | 2
COc1cc(=O)[nH]c(=O)n1CC(=O)c1ccccc1 | -2.4 | 29 | 98 | 10 | . | 4 | 100 | 1 | -22 | -7
COc1cccc(C(=O)Nc2cc(C(=O)NCCc3ccccc3)ccc2Cl)c1 | -0.4 | -4 | 101 | -1 | -1 | 0 | 99 | 0 | -25 | -2
C=C(C)Cn1c(CCNC(=O)C(C)C)nc2ccccc21 | -0.6 | -2 | 100 | 10 | . | 4 | 108 | 1 | -71 | -5
CCCc1nnc(-c2cc(OC)c(OC)c(OC)c2)o1 | -3.5 | 8 | 90 | -10 | -6 | 8 | 96 | 3 | -36 | -4
Cc1ccc(N2C(=O)C3C4C=CC(CNC(=S)Nc5cccc(Cl)c5)(O4)C3C2=O)cc1 (stereo unspecified) | -3.4 | 11 | 91 | 8 | . | 5 | 87 | -2 | -27 | -7
COc1ccc(NC(=O)COC(=O)c2c(-c3ccccc3)noc2C)cc1 | -6.8 | . | 100 | 7 | . | 15 | 95 | 0 | -45 | -23
Cc1ccnc(N/N=C/c2ccco2)n1 | 0.5 | -13 | 82 | 21 | 0 | 22 | 82 | -1 | 34 | -8
COCCn1c(SCc2nc(N)nc(Nc3ccccc3C)n2)nc2ccccc2c1=O | -2.6 | . | 83 | 3 | . | 8 | 75 | 3 | -22 | -19
COc1cccc(C(=O)Nc2nc(-c3ccc4c(c3)OCO4)cs2)c1 | 3.9 | 8 | 94 | 12 | 0 | 13 | 83 | 9 | -16 | -9
O=C(CN1CCOCC1)Nc1ccc(S(=O)(=O)N2CCCCCC2)cc1 | -1.0 | . | 98 | -1 | -1 | 15 | 93 | 1 | -45 | -11
CC(C)[C@H](NC(=O)NCc1ccco1)C(=O)O | -1.1 | 13 | 103 | 10 | -1 | 7 | 97 | 0 | 22 | -2
Other structures:
SMILES | MRP-1 activ | E-sel TNF inh | bCat KO growth | GALR2 blocker | Phagocytosis inh | Measles CPE | HCT116 PTEN-null | NPY Y2 blocker | Yeast growth inh | Yeast life ext
O=C(NC1CCCCC1)N1CCC(c2nc3ccccc3[nH]2)CC1 | -1.0 | -3 | 102 | 2 | -2 | 20 | 90 | 4 | -43 | 6
CC1(C)Cc2c(sc3ncnc(NNC(=S)NCc4ccccc4)c23)CO1 | -3.9 | . | 17 | 6 | -8 | 3 | 18 | 6 | -29 | 2
C=CCNC(=S)NNC(=O)c1cccc2ccccc12 | 0.9 | -14 | 95 | -11 | . | 2 | 95 | -1 | -23 | -11
O=C(O)CCCC(=O)NNc1ncnc2ccccc12 | -2.7 | . | 99 | 7 | -1 | 16 | 102 | -1 | -22 | 8
C=CCn1c(C)cc(C(=O)COc2ccc(C)nc2[N+](=O)[O-])c1C | -3.5 | . | 12 | 6 | -1 | 7 | 13 | 2 | 6 | 1
Cc1ccc(C(=O)Nc2c(C#N)c(C)c(C)n2Cc2ccccc2)cc1 | -2.5 | . | 88 | -17 | . | 20 | 94 | 3 | -23 | -16
Cc1ccc(S(=O)(=O)/N=C2/NC(=O)/C(=C/c3ccc(Br)o3)S2)cc1 | -3.5 | -28 | 91 | -5 | -1 | 25* | 97 | 9 | -30 | 3
CC1CCN(C2=NC(=O)/C(=C/c3cn[nH]c3-c3ccccc3)S2)CC1 | -2.0 | . | 88 | 5 | -2 | 8 | 70 | 4 | -25 | 4
Cc1cccc(C)c1N1C(=O)c2ccccc2C1=O | -1.6 | . | 98 | 8 | -1 | 10 | 108 | 2 | -32 | 23
O=C(Nc1nc2c(Cl)ccc(Cl)c2s1)c1ccco1 | -3.8 | 16 | 72 | 3 | . | 5 | 81 | -2 | 26 | -13
CCn1c(SCC(=O)Nc2cccc(NC(=O)c3cccs3)c2)nnc1-c1ccncc1 | -3.4 | . | 92 | 2 | -3 | 19 | 89 | 1 | -25 | -1
O=C(CSc1nc2cc(Cl)ccc2s1)NC(=O)NCc1ccco1 | -1.7 | 9 | 91 | 6 | 2 | 10 | 102 | 6 | -58 | -10
